Screens: PubChem, several laboratories
MT1-MMP txn act = MT1-MMP promoter reporter activation – cell-based, luciferase luminescence, primary screen; HT1080 MT1-MMP promoter luciferase reporter, overnight; hits give high values; activation factor at 10 µM; hit rate 0.16% among 86,000;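 active = activation factor of at least 2 for MT1-MMP transcription at 10 µM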
PLK1 kinase inh = human PLK1 kinase inhibitors, primary screen, biochemical, TR-FRET | AID 619, 2007 | hit rate 0.53% among 97,000 | inhibition, % at 10 µM | recombinant PLK1 kinase, TR-FRET peptide phosphorylation;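 active = inhibition of 50% or more in the single-concentration screen; inactive = inhibition below 50%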;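 note: 0% = DMSO max control and 100% = H-89 dihydrochloride min control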
Target sequence (P53350 whole entry, looked up): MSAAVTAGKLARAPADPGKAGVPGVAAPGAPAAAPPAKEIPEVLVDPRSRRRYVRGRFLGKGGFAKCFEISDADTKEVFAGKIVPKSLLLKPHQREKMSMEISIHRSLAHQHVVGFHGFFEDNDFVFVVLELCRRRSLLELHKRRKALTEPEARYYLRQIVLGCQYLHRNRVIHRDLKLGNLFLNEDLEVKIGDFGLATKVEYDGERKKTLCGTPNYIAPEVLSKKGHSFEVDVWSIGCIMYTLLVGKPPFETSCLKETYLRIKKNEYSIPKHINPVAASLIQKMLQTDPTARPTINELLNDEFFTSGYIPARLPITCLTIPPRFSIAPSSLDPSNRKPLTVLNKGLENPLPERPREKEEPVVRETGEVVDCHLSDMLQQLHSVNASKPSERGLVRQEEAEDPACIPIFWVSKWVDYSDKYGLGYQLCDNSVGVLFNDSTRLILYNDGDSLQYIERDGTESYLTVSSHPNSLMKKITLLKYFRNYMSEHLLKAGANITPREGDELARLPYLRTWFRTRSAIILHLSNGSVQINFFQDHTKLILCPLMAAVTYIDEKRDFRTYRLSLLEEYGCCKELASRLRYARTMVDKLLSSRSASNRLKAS
Plk1 PBD FP = Plk1 polo box domain binding inhibitors, primary screen, biochemical, fluorescence polarization. Serine/threonine-protein kinase PLK1 (Homo sapiens), P53350. Plk1 PBD phosphopeptide binding. inhibition, %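 (tested at about 20 µM)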. hit rate 0.13% among 97,000. AID 693, 2007; in the data active = inhibition above about 34%, passing the limit was not always enough
PLAP act = PLAP enzyme activators, biochemical, luminescence, HTS; purified PLAP enzyme, luminescent substrate read-out; hits give high values; hit rate 1.2% among 96,000; AID 696, 2007; activation fold at 20 µM; in the data active = activation fold above about 2
Target sequence (P05187 whole entry, looked up): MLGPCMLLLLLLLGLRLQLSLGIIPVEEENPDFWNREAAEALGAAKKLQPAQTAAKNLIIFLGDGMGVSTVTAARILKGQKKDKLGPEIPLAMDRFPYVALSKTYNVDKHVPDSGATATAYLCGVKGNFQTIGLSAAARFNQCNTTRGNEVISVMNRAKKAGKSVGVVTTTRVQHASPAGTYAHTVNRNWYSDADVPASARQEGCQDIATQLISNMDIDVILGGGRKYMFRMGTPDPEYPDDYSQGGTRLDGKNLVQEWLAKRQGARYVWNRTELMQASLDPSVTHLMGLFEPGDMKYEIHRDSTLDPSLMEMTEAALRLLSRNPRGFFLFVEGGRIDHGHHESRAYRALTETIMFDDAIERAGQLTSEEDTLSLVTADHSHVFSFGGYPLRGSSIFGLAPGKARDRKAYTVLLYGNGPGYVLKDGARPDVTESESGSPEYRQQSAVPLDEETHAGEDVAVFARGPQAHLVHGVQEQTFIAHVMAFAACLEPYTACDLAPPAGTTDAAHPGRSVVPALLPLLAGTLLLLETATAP
* = called active by the depositor; · = not tested or not shown.

SMILES	MT1-MMP txn act	PLK1 kinase inh	Plk1 PBD FP	PLAP act
CCOc1ccc(N(CC(=O)Nc2ccccc2)S(C)(=O)=O)cc1	1.4	·	·	0.8
O=C(COC(=O)c1ccccn1)Nc1ncc(C(F)(F)F)cc1Cl	1	·	·	1.1
COc1ccc(C(=O)Nc2cccc(C(C)=O)c2)cc1OC	1.4	·	·	0.8
COc1ccc(-c2cc(C(F)F)n3ncc(C(=O)N4CCN(C(=O)c5ccco5)CC4)c3n2)cc1	1.1	·	·	1.6
COc1ccc(C2CC(=O)C3=C(C2)NC(C)=C(C#N)C3c2ccc(N(C)C)cc2)cc1 (configuration not stated)	1.1	·	·	1.7
CSc1nnc(CNC(=O)c2ccccc2)n1-c1ccc(F)cc1	1.1	·	·	1
COC(=O)c1cc(OC)c(OC)cc1NC(=O)c1ccco1	0.8	·	·	1.5
O=C(NCCN1CCOCC1)c1ccc2c(c1)N(Cc1ccc(F)cc1)C(=O)CS2	1.2	·	·	1.4
Cc1cccn2c(=O)c3cc(C(=O)NCCCN4CCOCC4)n(C)c3nc12	1	·	·	1
CN(C)c1ccc(C(=O)Nc2nnc(-c3ccc(Cl)cc3)o2)cc1	1.2	·	·	1.8
O=C(NC1CCCC1)c1ccc(Br)s1	1.3	·	·	0.9
Cc1cccc(C)c1NC(=O)C1(N(Cc2ccco2)C(=O)CC2NC(=O)NC2=O)CCCCC1 (configuration not stated)	1.1	·	·	1.5
CC1CCN(Cc2ccc(NC(=O)C3CCN(c4nnc(-n5cccc5)s4)CC3)cc2)CC1	1.1	·	·	1.4
Nc1c(NCc2ccccc2F)c(=O)[nH]c(=O)n1Cc1ccccc1	1	·	·	1.1
CCCCCCS(=O)Cc1ccccc1 (configuration not stated)	1.2	·	·	1.1
CCCCC(CC)C(=O)NCCCN1CCN(CCCNC(=O)C(CC)CCCC)CC1 (configuration not stated)	1.1	·	·	1.7
CCOC(=O)N1CCN(c2cc(NCCC(=O)O)c3c4c(onc24)-c2ccccc2C3=O)CC1	1.4	·	·	1.4
Cn1c(=O)oc2cc(S(=O)(=O)NCCC(=O)NC3CCCc4ccccc43)ccc21 (configuration not stated)	1.1	·	·	1
COC(=O)c1ccc(Cn2cnc3c(sc4nc(N5CCOCC5)c5c(c43)CCCC5)c2=O)o1	1	·	·	1.5
COc1ccc(CNC(=O)c2cnn3c(C(F)F)cc(C)nc23)cc1OC	1	·	·	1.3
COc1ccc(Cc2nc(-c3ccc(-n4cccc4)cc3)no2)cc1OC	1	·	·	1.2
COc1ccc2c(c1)c(=O)c(Br)c(C)n2Cc1ccccc1	1.1	·	·	1
CCCCn1c(=O)c(Cc2ccccc2)c(O)c2ccccc21	1.2	·	·	0.9
COc1cc(CNc2ccc(N3CCOCC3)c(C(=O)O)c2)ccc1OCC(N)=O	1	·	·	1.3
CCCCn1c(N)c(N(CCC(C)C)C(=O)COC(=O)c2ccco2)c(=O)[nH]c1=O	1	·	·	1

Additional results follow:
SMILES	MT1-MMP txn act	PLK1 kinase inh	Plk1 PBD FP	PLAP act
CCC(=O)Nc1sc(C(=O)OC)c(C)c1C(=O)OC	1	·	·	0.7
COc1ccc(OC)c(N/C(=N\c2nc(C)cc(C)n2)NC(=O)c2ccco2)c1	1.1	·	·	1.2
Cc1cccc(/N=C/c2c(O)c3ccccc3oc2=O)n1	1	·	·	1
COc1cc2nc(C3CC3)n(NC(=O)c3ccc(F)cc3)c(=O)c2cc1OC	1.1	·	·	1.3
C=CCNC(=O)c1scc2c1CCCC2	1.1	·	·	1.1
CC(C)CC1NC2(C(=O)N(C)c3ccccc32)C2C(=O)N(C(C)C)C(=O)C12 (configuration not stated)	1.2	·	·	1.3
CCOc1cccc(NC(=O)Cc2cccs2)c1	1.3	·	·	0.8
O=C(C1CCC(CNc2c(N3CCOCC3)c(=O)c2=O)CC1)N1CCN(c2ccccc2)CC1 (configuration not stated)	1.1	·	·	1.4
Cc1cc(Nc2nc3ccccc3[nH]c2=O)n(-c2ccccc2)n1	0.9	·	·	0.8
C=CCSc1nnc2n(-c3ccccc3OC)c(=O)c3c4c(sc3n12)CCC4	1	·	·	1.8
O=C(CN1CCN(S(=O)(=O)c2ccc(Br)cc2)CC1)Nc1ccccc1F	1.1	·	·	1
COc1ccc(NC(=O)c2ccc(-n3nc(C)c[n+]3[O-])cc2)cc1	1.1	·	·	0.9
Cc1cc2cc(CNC(=O)c3ccc4c(c3)OCO4)ccc2n1C	1.1	·	·	1.1
Cc1ccc(-c2nnn(Cc3nc4ccccc4s3)n2)cc1	1	·	·	1.3
CCCc1nc(SCC(=O)c2ccc(OC)cc2)c2c(=O)n(C)c(=O)n(C)c2n1	1.2	·	·	1.1
O=C(Cn1cnc2ccccc2c1=O)NCC(=O)N1CCN(c2ccccn2)CC1	1.2	·	·	0.9
Brc1ccc(-c2nn3c(-c4ccncc4)nnc3s2)o1	1.1	·	·	1.1
CCOC(=O)N1CCN(C(=O)c2cc3sccc3n2C)CC1	1.1	·	·	1.3
CCN(CCNC(=O)Cn1cc2c(n1)CCCC2)c1ccccc1	1	·	·	1.3
Cc1ccc(Cn2ccc(NC(=O)c3noc4c3CCCCC4)n2)cc1	0.9	·	·	0.8
COc1nc2ccccc2cc1-c1noc(-c2cccnc2)n1	1.4	·	·	1.2
O=C(O)c1cc(-c2cccnc2)nn1-c1ccccn1	1	·	·	0.9
CCOC(=O)c1c(C)c(C(=O)NCCCOC(C)C)c(C)n1C	1.1	·	·	1.1
Cc1nc2c(F)c(F)c(C(F)(F)F)c(F)c2[nH]1	1.1	·	·	1.1
Cc1ccc(-c2csc3ncnc(OCC(=O)NC(=O)NCc4ccco4)c23)cc1	1	·	·	1.7

Remaining list, next part
SMILES	MT1-MMP txn act	PLK1 kinase inh	Plk1 PBD FP	PLAP act
O=C(Cn1cc2c(n1)CCCC2)NCCCN1CCN(C2CCCCC2)CC1	1.1	·	·	1.2
CCCCn1c(CNC(C)=O)nc2ccccc21	1.1	·	·	1
Cc1cc(C(F)(F)F)nn1CC(=O)NCC1CCCO1 (configuration not stated)	1	·	·	1.1
N#CC1=C(N)Oc2n[nH]c(-c3ccccc3)c2C12C(=O)Nc1ccccc12 (configuration not stated)	1	·	·	1
CC(=O)N1CC=C2C(C#N)=C(N)C(C#N)(C#N)C(C)C2C1 (configuration not stated)	1.2	·	·	1.2
Cc1ccccc1-n1c(SCC(=O)N2CCN(c3ccccc3)CC2)nnc1-c1ccncc1	1.2	·	·	1.5
CSc1nc(N2CCN(CCO)CC2)c2sc3nc(-c4ccco4)c4c(c3c2n1)CCC4	1.1	·	·	1.6
Cc1nn(C)c(C)c1S(=O)(=O)N1CCC(C(=O)NC2CCCCCC2)CC1	1	·	·	1.1
Cn1c(=O)c2c(nc(Br)n2CC(=O)C23CC4CC(CC(C4)C2)C3)n(C)c1=O	1.3	·	·	1.7
CCOC(=O)C1=C(C)Nc2ncnn2C1c1ccc(N(C)C)cc1 (configuration not stated)	1.1	·	·	1.4
O=C(CSc1nnnn1Cc1ccccc1)NCCc1ccccc1	1.2	·	·	0.9
CCn1c(-c2ccsc2)nc2c1c(=O)[nH]c(=O)n2Cc1ccccc1	1.1	·	·	0.9
Clc1ccc(-c2nnc3sc(Cc4cccs4)nn23)cc1	1.2	·	·	1.1
O=C(NC1CCCc2ccccc21)C1CCN(c2nnc(-n3cccc3)s2)CC1 (configuration not stated)	1.1	·	·	1.5
Cc1cccn2c(=O)c3cc(C(=O)NC4CCCC4)c(=N)n(C4CCCC4)c3nc12	1.2	·	·	1.3
COc1ccccc1Nc1ncc(C(=O)N2CCC(C(N)=O)CC2)c2ccccc12	1.1	·	·	1.5
CCn1cc(C(=O)NC2CC3CCC2C3)c(=O)c2ccc(C)nc21 (configuration not stated)	1.1	·	·	0.9
CC(Sc1nnnn1C)C(=O)Nc1ccc(N2CCOCC2)cc1 (configuration not stated)	1.1	·	·	1
CCOc1cc2[nH]c(=S)n(CCCN3CCCC3=O)c(=O)c2cc1OCC	1	·	·	1.5
CC(=O)Nc1sc(NC(=O)c2ccccc2)nc1-c1cccs1	1.1	·	·	1
COc1ccccc1-c1c(C)nn2c(C)cc(C)nc12	1	·	·	1.1
CCn1cc(C(=O)N2CCN(c3ccccn3)CC2)c2cc(OC)c(OC)cc2c1=O	0.9	·	·	1.7
CC1=C(C(=O)OCc2ccccc2)C(c2ccco2)n2ncnc2N1 (configuration not stated)	1.1	·	·	1.1
OCc1n[nH]c(CO)n1	1.1	·	·	1
Cc1ccc(C(=O)Nc2ccccc2NC(=O)c2ccc(C)o2)o1	1.3	·	·	1

Look-ups from the results shown:
`N#CC1=C(N)Oc2n[nH]c(-c3ccccc3)c2C12C(=O)Nc1ccccc12` (configuration not stated) – PLAP act: 1
`COc1ccccc1-c1c(C)nn2c(C)cc(C)nc12` – PLAP act: 1.1
`Clc1ccc(-c2nnc3sc(Cc4cccs4)nn23)cc1` – PLAP act: 1.1
`CC1=C(C(=O)OCc2ccccc2)C(c2ccco2)n2ncnc2N1` (configuration not stated) – PLAP act: 1.1
`CC(Sc1nnnn1C)C(=O)Nc1ccc(N2CCOCC2)cc1` (configuration not stated) – MT1-MMP txn act: 1.1
`Cn1c(=O)c2c(nc(Br)n2CC(=O)C23CC4CC(CC(C4)C2)C3)n(C)c1=O` – MT1-MMP txn act: 1.3

Part of the list above, reduced to Plk1 PBD FP, MT1-MMP txn act and PLAP act:
molecule,Plk1 PBD FP,MT1-MMP txn act,PLAP act
Cc1cccn2c(=O)c3cc(C(=O)NC4CCCC4)c(=N)n(C4CCCC4)c3nc12,·,1.2,1.3
COc1ccccc1Nc1ncc(C(=O)N2CCC(C(N)=O)CC2)c2ccccc12,·,1.1,1.5

Continuation.
SMILES	MT1-MMP txn act	PLK1 kinase inh	Plk1 PBD FP	PLAP act
COc1cccc(C2C(C(=O)c3cccs3)=C(O)C(=O)N2CCCn2ccnc2)c1OC (configuration not stated)	1.1	·	·	1.6
COc1cc(Br)cc(-c2nc3c(c(=O)[nH]c(=O)n3Cc3ccccc3)n2C)c1O	1	·	·	1.3
CC1=C(C(=O)OCc2ccccc2)C(c2ccccc2OC(F)F)NC(=O)N1 (configuration not stated)	1.3	·	·	0.8
COc1ccc(N2CCCn3c2nc2c3c(=O)n(CCc3ccccc3)c(=O)n2C)cc1	1.2	·	·	1.1
Cc1cccc2cc(C(c3nnnn3Cc3ccccc3)N3CCN(C)CC3)c(=O)[nH]c12 (configuration not stated)	1.1	·	·	1.1
C=CCn1c(=N)c(C(=O)OC)cc2c(=O)n3cccc(C)c3nc21	1	·	·	0.8
CC(=O)c1c(N)nc2n(c1=O)CCCCC2	1.2	·	·	1
CCCCCCc1cc2cc(-c3nnc(-c4ccccc4O)o3)c(=O)oc2cc1O	1	·	·	1.3
CCOc1ccccc1N(CC(=O)NCC1CCCO1)C(=O)CCC(=O)Nc1ccccn1 (configuration not stated)	1.2	·	·	1.2
CCOC(=O)C(c1ccccc1)N1CCN(c2ccc(OC)cc2)CC1 (configuration not stated)	1.2	·	·	1.8
CCOc1ccccc1NC(=O)c1c(NC(=O)CNCc2ccco2)sc2c1CCC2	1.3	·	·	1
COCCNC(=O)c1ccccc1NC(=O)C1COc2ccccc2O1 (configuration not stated)	1.2	·	·	1.1
O=C(CCS(=O)(=O)c1cc(Br)cc2c1N(C(=O)C1CC1)CC2)NCc1ccco1	1	·	·	1.1
NC(=O)c1ccsc1NC(=O)c1nc(-c2ccccc2)n(-c2ccccc2)n1	1.3	·	·	1.6
Cc1cc(C)n(-c2ccc(Cl)c(C(=O)OCC(=O)N3CCCCC3C)n2)n1 (configuration not stated)	1.1	·	·	1.8
CS(=O)(=O)c1ccc2nc(NC(NC(=O)c3ccco3)(C(F)(F)F)C(F)(F)F)sc2c1	1	·	·	1.4
O=C(CCN1C(=O)C2C3C=CC(C3)C2C1=O)N1CC(=O)N(CCc2ccccc2)C(=O)C1 (configuration not stated)	1.1	·	·	1
Cn1c(NC(=O)CC(C)(C)C)cc(=O)n(C)c1=O	1.1	·	·	1
CC(NC(=O)C(c1ccccc1)c1ccccc1)C(=O)O (configuration not stated)	1.1	·	·	1.2
O=C(O)C1C2CCC(C2)C1C(=O)NCCCn1ccnc1 (configuration not stated)	1.1	·	·	1
O=C(Nc1nnc(C2CC2)o1)c1ccc(S(=O)(=O)N2CCCc3ccccc32)cc1	·	-19	5	2.5*
c1csc(CCNc2ncnc3sc4c(c23)CCC4)c1	·	-1	1	1.5
Cc1cc2ccccc2n1CCNC(=O)C(C)(C)C	1.1	-16	-11	·

Structures above with an NH in an aromatic ring, in the order listed:
SMILES	MT1-MMP txn act	PLK1 kinase inh	Plk1 PBD FP	PLAP act
Nc1c(NCc2ccccc2F)c(=O)[nH]c(=O)n1Cc1ccccc1	1	·	·	1.1
CCCCn1c(N)c(N(CCC(C)C)C(=O)COC(=O)c2ccco2)c(=O)[nH]c1=O	1	·	·	1
Cc1cc(Nc2nc3ccccc3[nH]c2=O)n(-c2ccccc2)n1	0.9	·	·	0.8
Cc1nc2c(F)c(F)c(C(F)(F)F)c(F)c2[nH]1	1.1	·	·	1.1
N#CC1=C(N)Oc2n[nH]c(-c3ccccc3)c2C12C(=O)Nc1ccccc12 (configuration not stated)	1	·	·	1
CCn1c(-c2ccsc2)nc2c1c(=O)[nH]c(=O)n2Cc1ccccc1	1.1	·	·	0.9
CCOc1cc2[nH]c(=S)n(CCCN3CCCC3=O)c(=O)c2cc1OCC	1	·	·	1.5
OCc1n[nH]c(CO)n1	1.1	·	·	1
COc1cc(Br)cc(-c2nc3c(c(=O)[nH]c(=O)n3Cc3ccccc3)n2C)c1O	1	·	·	1.3
Cc1cccc2cc(C(c3nnnn3Cc3ccccc3)N3CCN(C)CC3)c(=O)[nH]c12 (configuration not stated)	1.1	·	·	1.1

Not all compounds are listed. The share of hits here may be higher or lower than overall.
